Compound activity as filed in PubChem.
AHR activator = AHR activators, primary screen, cell-based, luminescence, luciferase reporter, human. activation, % at 5 µM. AID 2796, 2010. 320,000 tested, 2.5% active. AHR-responsive luciferase reporter cells; in the data active = activation above about 47%;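 note: 0% = vehicle wells and 100% = reference agonist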
Target sequence (P35869 whole entry, looked up): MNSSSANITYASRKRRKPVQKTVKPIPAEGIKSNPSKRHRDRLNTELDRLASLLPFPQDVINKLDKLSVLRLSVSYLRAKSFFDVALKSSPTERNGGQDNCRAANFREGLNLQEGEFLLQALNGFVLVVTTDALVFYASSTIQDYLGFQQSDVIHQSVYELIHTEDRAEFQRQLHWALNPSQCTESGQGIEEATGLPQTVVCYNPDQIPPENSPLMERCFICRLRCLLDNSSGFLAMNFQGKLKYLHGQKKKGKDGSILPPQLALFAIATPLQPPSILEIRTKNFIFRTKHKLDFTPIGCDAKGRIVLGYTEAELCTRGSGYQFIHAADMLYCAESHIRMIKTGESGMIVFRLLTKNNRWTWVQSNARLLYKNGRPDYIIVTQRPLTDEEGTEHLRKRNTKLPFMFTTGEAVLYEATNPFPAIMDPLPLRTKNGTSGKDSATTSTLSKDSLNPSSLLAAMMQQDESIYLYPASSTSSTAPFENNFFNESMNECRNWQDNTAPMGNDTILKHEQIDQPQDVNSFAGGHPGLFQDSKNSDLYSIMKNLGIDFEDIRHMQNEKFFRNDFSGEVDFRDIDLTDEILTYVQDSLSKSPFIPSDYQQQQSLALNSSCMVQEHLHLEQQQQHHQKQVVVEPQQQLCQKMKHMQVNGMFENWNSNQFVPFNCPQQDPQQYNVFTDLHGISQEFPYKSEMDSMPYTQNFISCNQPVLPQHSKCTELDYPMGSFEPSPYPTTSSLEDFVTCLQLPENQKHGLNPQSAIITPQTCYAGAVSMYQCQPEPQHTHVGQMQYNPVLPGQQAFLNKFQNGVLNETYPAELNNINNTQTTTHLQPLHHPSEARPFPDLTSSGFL
LAP4-GFP MLPCN = modulators of LAP4-GFP expression in yeast, primary screen, S. cerevisiae, multiplex flow cytometry, MLPCN library; 3 h; median GFP as percent of DMSO wells; GFP response vs DMSO, % at 10 µM; 320,000 tested, 0.34% active;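 active = GFP response vs DMSO above a set limit, about the screen mean plus 3 SD, cut at about 150% in these data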
CIT2-GFP yeast = modulators of CIT2-GFP expression in yeast, primary screen, S. cerevisiae, GFP fusion, multiplex flow cytometry, MLPCN library; S. cerevisiae CIT2-GFP strain, 3 h; 100 means same as DMSO wells; GFP response vs DMSO, % at 10 µM; 320,000 tested, 0.065% active;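 active = GFP response relative to DMSO above a set limit, near the screen mean plus 3 SD, cut at about 150% in these data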;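 note: ratio of well median GFP fluorescence to mean of DMSO wells on the plate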
MEP2 TOR yeast = modulators of MEP2-GFP levels in yeast, primary screen, S. cerevisiae, multiplex flow cytometry, MLPCN library | AID 2016, 2009 | GFP response vs DMSO, % at 10 µM | 330,000 tested, 0.51% active | S. cerevisiae MEP2-GFP strain, 3 h; 100% = DMSO control level;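 active = GFP response versus DMSO above a set limit, roughly screen mean plus 3 SD, cut at about 180% in these data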;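 note: median GFP fluorescence of the barcode-gated MEP2-GFP cells per well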
RPL19A-GFP yeast = RPL19A-GFP expression modulators in yeast, primary screen, cell-based, S. cerevisiae, multiplex flow cytometry, MLPCN; S. cerevisiae RPL19A-GFP strain, 3 h; active compounds read low; percent response vs DMSO, % at 10 µM; 330,000 tested, 0.3% active;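 active = percent response vs DMSO below 50%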;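 note: median channel GFP fluorescence of the barcoded RPL19A-GFP strain; ratio of sample median GFP to plate DMSO average so 100% = DMSO; lower means less RPL19A-GFP as with rapamycin TOR inhibition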
Efflux pump mplx = inhibitors of Candida efflux pumps in yeast, primary screen, S. cerevisiae, Nile Red, multiplex; inhibition, % at 10 µM; S. cerevisiae Candida pump triplex; 330,000 tested, 0.44% active;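 active = plate passing quality check with inhibition over a set limit, or well fluorescence over plate mean plus 4 SD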;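 note: Nile Red retained in pooled yeast measured as flow cytometry median fluorescence; 0% = buffer negative control and 100% = Enniatin B positive control; higher means more Nile Red kept so more efflux inhibition; some compounds called inactive have numbers as strong as hits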
AGP1 TOR yeast = modulators of AGP1-GFP expression in yeast TOR pathway, primary screen, cell-based, multiplex flow cytometry, S. cerevisiae, MLPCN library; 3 h; GFP as percent of DMSO wells; GFP response vs DMSO, % at 10 µM; 320,000 tested, 0.02% active;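 active = GFP response relative to DMSO above a set limit, near screen average plus 3 SD, cut at about 150% in these data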;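 note: median GFP channel fluorescence of the gated AGP1 strain per well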
Yeast superoxide = reduction of superoxide in aged yeast, primary screen, HTS. S. cerevisiae aged cells, superoxide DHE fluorescence; active compounds read low. superoxide response (% of plate mean), % at 10 µM. 330,000 tested, 0.18% active. AID 2690, 2010;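 active = superoxide response under a set limit, about three screen SD below normal, cut at about 65% in these data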;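 note: yeast aged for seven days with compound at 30 °C before DHE staining; 100% = average MFI of all compound-treated wells on the plate with controls excluded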
* = called active by the depositor; . = no result given.

(1) Cc1ccc(S(=O)(=O)N2CCN(Cc3cccnc3)CC2)cc1
(2) CNC(=O)/C=C1\NC(C)(C)Cc2ccccc21
(3) O=C(COC(=O)c1ccc(Br)o1)NCC1CCCCC1
(4) O=C1NC(Cc2ccc(O)cc2)c2nc3ccccc3c(=O)n2-c2ccccc21 (configuration not stated)
(5) Cc1ccc(CNC(=O)C2CCCN(S(=O)(=O)c3c(C)noc3/C=C/N(C)C)C2)cc1 (configuration not stated)
(6) CC(=O)N1CCN(Cc2nc3cc(NC(=O)c4cccs4)ccc3n2C)CC1
(7) O=C(Nc1ccc(OCc2ccccc2)cc1)c1cccnc1
(8) O=C(NCc1cccnc1)Nc1ccc(Cl)c(Cl)c1

assay / compound	1	2	3	4	5	6	7	8
AHR activator	-1	-1	-1	-1	1	7	4	27
LAP4-GFP MLPCN	91	86	96	97	91	100	117	97
CIT2-GFP yeast	106	94	112	99	86	100	102	105
MEP2 TOR yeast	107	98	114	94	98	105	109	106
RPL19A-GFP yeast	111	97	100	101	96	111	100	104
Efflux pump mplx	0.1	0.1	0.1	-0.4	-0.1	-0.1	-0.1	0.0
AGP1 TOR yeast	105	100	95	97	96	105	100	100
Yeast superoxide	109	121	105	98	102	108	101	98

(9) O=S(=O)(Nc1ccc(-c2csc(-c3ccccc3)n2)cc1)c1ccc(F)cc1
(10) CC1CCC2(CC1)NC(=S)N(C(C)(C)C)N2 (configuration not stated)
(11) COc1ccc(C(=O)N2N=C(c3cccc(OC)c3)CC2(O)C(F)(F)F)cc1 (configuration not stated)
(12) Cc1ccsc1C(=O)N1CCCC(CO)(Cc2ccccc2F)C1 (configuration not stated)
(13) CCOc1cc(-c2conc2N)cc(OCC)c1OCC
(14) CCOC(=O)Cc1cnc(NC(=O)CSc2nc(C(C)C)cc(=O)[nH]2)s1
(15) CC(OC(=O)CC(NC(=O)c1ccccc1Cl)c1ccccc1)C(=O)Nc1cccc(Cl)c1Cl (configuration not stated)
(16) O=C1CCNc2c(Cl)cccc21

assay / compound	9	10	11	12	13	14	15	16
AHR activator	1	-2	28	2	15	3	3	4
LAP4-GFP MLPCN	135	105	85	101	102	91	103	118
CIT2-GFP yeast	92	115	99	94	101	97	105	100
MEP2 TOR yeast	104	103	96	104	96	101	112	88
RPL19A-GFP yeast	95	101	98	108	100	104	104	96
Efflux pump mplx	-0.1	0.0	0.0	-1.3	-0.2	0.1	-12	0.0
AGP1 TOR yeast	103	115	93	105	99	94	101	106
Yeast superoxide	114	89	91	104	85	103	97	80

Entries listed so far that have two or more sulfur atoms (2):
(9) O=S(=O)(Nc1ccc(-c2csc(-c3ccccc3)n2)cc1)c1ccc(F)cc1
(14) CCOC(=O)Cc1cnc(NC(=O)CSc2nc(C(C)C)cc(=O)[nH]2)s1

assay / compound	9	14
AHR activator	1	3
LAP4-GFP MLPCN	135	91
CIT2-GFP yeast	92	97
MEP2 TOR yeast	104	101
RPL19A-GFP yeast	95	104
Efflux pump mplx	-0.1	0.1
AGP1 TOR yeast	103	94
Yeast superoxide	114	103

Next section
(17) O=C(CSC1=Nc2ccccc2C2=NC(CC(=O)N3CCN(c4ccccc4)CC3)C(=O)N12)NCC1CCCO1 (configuration not stated)
(18) Cc1nc(N2CCN(c3ccccn3)CC2)c2c(C)c(C(=O)Nc3ccc(F)cc3Cl)sc2n1
(19) N#Cc1c(F)cccc1N1CCC(C#N)CC1
(20) CC(C)CC(=O)N=Nc1c(O)[nH]c2ccccc12
(21) CCC(=O)Nc1ccc(S(=O)(=O)c2ccc(NC(=O)CC)cc2)cc1
(22) Cc1cccc(N2CC(C(=O)NCc3ccco3)CC2=O)c1C (configuration not stated)
(23) CCCc1cc(N2CCC(C(N)=O)CC2)nc(-c2ccccc2)n1
(24) Cc1ccccc1Cn1cc(NC(=O)CSc2nc3c(c(C(F)(F)F)n2)CCc2ccccc2-3)cn1

assay / compound	17	18	19	20	21	22	23	24
AHR activator	3	-1	0	16	2	1	0	0
LAP4-GFP MLPCN	100	92	96	94	100	97	90	96
CIT2-GFP yeast	96	96	86	102	98	104	103	104
MEP2 TOR yeast	96	95	90	101	102	98	103	101
RPL19A-GFP yeast	98	99	91	112	99	93	103	.
Efflux pump mplx	0.8*	-0.2	0.1	-0.1	0.1	-0.2	0.0	1.5
AGP1 TOR yeast	97	97	99	105	98	95	100	95
Yeast superoxide	200	95	110	98	106	114	104	108

(25) COc1cc(C(=O)OCC(=O)NCCN2C(=O)CSC2=O)ccc1OCc1c(C)noc1C
(26) CCCn1c(SCC(=O)NC2CCCCC2)nnc1C1CC1
(27) Brc1ccccc1CN1CCN(Cc2c[nH]c3ccccc23)CC1
(28) O=C(NNC(=O)c1nn(-c2ccc(F)cc2)ccc1=O)c1ccc(Cl)cc1
(29) CCOc1ccccc1N1CC(C(=O)N(CC)C2CCS(=O)(=O)C2)CC1=O (configuration not stated)
(30) CCC(c1nc2ccccc2c(=O)n1-c1cccnc1)N1C(=O)c2ccccc2C1=O (configuration not stated)
(31) CC(C)n1cnc2c(NCc3ccc(S(N)(=O)=O)cc3)nc(NCc3ccc(S(N)(=O)=O)cc3)nc21
(32) O=C(NCc1ccc2c(c1)OCO2)c1cc(-c2ccc(Cl)cc2Cl)on1

assay / compound	25	26	27	28	29	30	31	32
AHR activator	-2	4	8	-3	1	-1	4	1
LAP4-GFP MLPCN	101	89	101	99	95	99	130	101
CIT2-GFP yeast	107	93	103	100	104	100	90	93
MEP2 TOR yeast	100	100	104	99	89	97	94	94
RPL19A-GFP yeast	101	103	102	94	89	98	98	96
Efflux pump mplx	-0.1	0.0	0.0	-0.1	0.0	0.0	0.1	0.0
AGP1 TOR yeast	104	103	100	101	94	98	86	99
Yeast superoxide	80	126	102	104	98	83	111	97

(33) CCC(CO)NCCNC(CC)CO (configuration not stated)
(34) N#Cc1c(N)nc(-c2ccccc2)nc1-c1ccccc1
(35) Cc1ccc(C(=O)Nc2ccc(CN3CCS(=O)(=O)CC3)cc2)cc1C
(36) CC1=C(C)C(c2ccccc2)NC(=S)N1 (configuration not stated)
(37) COc1cc(/C=C2/SC(=O)NC2=O)ccc1OC(=O)c1ccco1
(38) CCOCCCNC(=O)c1cc(-c2ccc(Br)s2)nc2ccccc12
(39) CC(C)Oc1ccc(CNC(=O)c2cc(S(=O)(=O)N3CCOCC3)cn2C)cc1
(40) O=C(O)c1c2c(nc3ccc(Cl)cc13)CCC2

assay / compound	33	34	35	36	37	38	39	40
AHR activator	-4	20	-2	3	-1	4	2	4
LAP4-GFP MLPCN	98	108	106	94	71	100	102	110
CIT2-GFP yeast	84	93	99	97	96	100	116	105
MEP2 TOR yeast	92	98	97	102	108	101	133	100
RPL19A-GFP yeast	93	96	96	101	107	101	79	100
Efflux pump mplx	0.0	0.0	-0.1	5.5*	0.2	-0.3	-0.4	-0.1
AGP1 TOR yeast	85	91	108	96	95	98	18	106
Yeast superoxide	107	121	104	104	87	100	102	104

(41) COc1cc(C(=O)NCCc2ccc3c(c2)OCCO3)ccc1OCC(=O)N1CCOCC1
(42) COc1ccc(NC(=O)CSc2nnc(CNc3ccc(F)cc3)o2)c(OC)c1
(43) Cc1ccc(C2CN=NC23CCc2ccccc2C3=O)cc1 (configuration not stated)
(44) CC(NC(=O)c1ccco1)C(=O)N1CCN(c2cccc(C(F)(F)F)c2)CC1 (configuration not stated)
(45) COCCNC(=O)C1Nc2ccc(C(F)(F)F)cc2C2C=CCC12 (configuration not stated)
(46) CC1(C)CC(=O)C(C=Nc2ccccc2Sc2ccccc2)=C(O)C1
(47) CCn1cc(/C=N\NC(=O)c2cc(-c3ccccc3OC)nc3ccccc23)c(C)n1
(48) CCCCc1c(O)nc(SCCN(C)C)n(-c2ccccc2)c1=O

assay / compound	41	42	43	44	45	46	47	48
AHR activator	0	9	4	-2	7	2	29	3
LAP4-GFP MLPCN	106	87	106	101	105	97	98	94
CIT2-GFP yeast	104	.	97	102	78	99	105	92
MEP2 TOR yeast	121	100	101	102	91	86	104	101
RPL19A-GFP yeast	101	101	102	100	98	.	101	95
Efflux pump mplx	0.0	0.1	-0.2	0.6	0.0	0.0	-0.1	-0.1
AGP1 TOR yeast	104	103	103	91	84	98	102	96
Yeast superoxide	98	100	87	76	105	84	116	94

(49) O=c1nc(Nc2cccc(Cl)c2)oc2cc(Cl)oc(=O)c12
(50) COc1cccc(N2CCN(C(=O)c3cc4c(s3)CCCCC4)CC2)c1
(51) N#Cc1ccc(OCCOCCNC2CCCC2)cc1
(52) N#Cc1c(-c2ccccc2)cc(-c2ccccc2)nc1SCCC(=O)O
(53) COc1cc(S(=O)(=O)Nc2ccc(C)cc2)ccc1N=Cc1c(C)[nH]n(-c2ccccc2)c1=O
(54) CN1N=C(C(C)(C)C)CC1=O
(55) NCCNc1ccc(C(=O)N2c3ccccc3Sc3ccccc32)cc1[N+](=O)[O-]
(56) COc1ccc(Cl)cc1NC(=O)CN(C)C(=O)CCSc1ccc(C)cc1

assay / compound	49	50	51	52	53	54	55	56
AHR activator	4	4	-1	0	10	1	2	3
LAP4-GFP MLPCN	101	101	95	102	97	107	92	107
CIT2-GFP yeast	108	107	99	96	102	95	101	79
MEP2 TOR yeast	101	105	98	110	105	107	104	93
RPL19A-GFP yeast	99	103	106	106	102	100	99	94
Efflux pump mplx	-0.3	0.3	0.0	1.0	-0.1	0.4	0.0	0.3
AGP1 TOR yeast	101	102	100	92	101	104	100	92
Yeast superoxide	115	129	114	114	96	124	103	120

Full records, looked up by structure.
N#Cc1c(-c2ccccc2)cc(-c2ccccc2)nc1SCCC(=O)O reads AHR activator = 0; LAP4-GFP MLPCN = 102; CIT2-GFP yeast = 96; MEP2 TOR yeast = 110; RPL19A-GFP yeast = 106; Efflux pump mplx = 1.0; AGP1 TOR yeast = 92; Yeast superoxide = 114
COc1cccc(N2CCN(C(=O)c3cc4c(s3)CCCCC4)CC2)c1 reads AHR activator = 4; LAP4-GFP MLPCN = 101; CIT2-GFP yeast = 107; MEP2 TOR yeast = 105; RPL19A-GFP yeast = 103; Efflux pump mplx = 0.3; AGP1 TOR yeast = 102; Yeast superoxide = 129
CN1N=C(C(C)(C)C)CC1=O reads AHR activator = 1; LAP4-GFP MLPCN = 107; CIT2-GFP yeast = 95; MEP2 TOR yeast = 107; RPL19A-GFP yeast = 100; Efflux pump mplx = 0.4; AGP1 TOR yeast = 104; Yeast superoxide = 124

Going on with the list.
(57) CC(OC(=O)c1ccc(NC(=O)CC#N)cc1)C(=O)Nc1ccc(Oc2ccccc2)cc1 (configuration not stated)
(58) O=C(Cc1cccs1)Nc1ccc2c(c1)C(=O)OC2
(59) COc1ccc(CN(C)c2nc(-c3cccnc3)nc3ccccc23)cc1OC
(60) COc1ccc([N+](=O)[O-])c(OC)c1C(=O)Nc1ccc(F)cc1F
(61) COc1ccc(OC)c(S(=O)(=O)N2CCC(C(=O)NCc3ccccc3OC)CC2)c1
(62) CCOC(=O)c1cnc(-c2cccc(OC)c2)[nH]c1=O
(63) CCCNc1ccc(S(=O)(=O)N(C(C)C)C(C)C)cn1
(64) CN1CCN(S(=O)(=O)c2ccccc2)C(c2ccccc2)C1 (configuration not stated)
(65) COc1ccc(/C(C)=N/Nc2nc(C)cc(-c3ccccc3)n2)cc1

assay / compound	57	58	59	60	61	62	63	64	65
AHR activator	-1	-13	2	-7	-2	8	7	3	16
LAP4-GFP MLPCN	107	102	101	107	101	91	95	111	109
CIT2-GFP yeast	115	97	113	97	101	92	95	95	96
MEP2 TOR yeast	102	103	101	103	105	82	103	108	97
RPL19A-GFP yeast	104	95	97	99	104	96	101	98	91
Efflux pump mplx	-1.0	0.0	-0.1	0.0	0.0	-0.1	0.2	-0.1	0.2
AGP1 TOR yeast	104	99	103	106	108	100	93	106	95
Yeast superoxide	90	98	106	87	95	105	98	108	110
